RmlCD inh 1536: blocks M. tuberculosis RmlC and RmlD coupled enzymes; actives 0.03% (n = 160,000); inhibition, % at 3.6 µM; RmlC+RmlD coupled enzyme assay, percent inhibition; primary screen in compound mixtures; AID 1533; in the data active means inhibition mostly above about 34%, no sharp cut-off; further: some results filed as inactive read as strong as hits
Target sequence (P9WH09 whole entry, looked up): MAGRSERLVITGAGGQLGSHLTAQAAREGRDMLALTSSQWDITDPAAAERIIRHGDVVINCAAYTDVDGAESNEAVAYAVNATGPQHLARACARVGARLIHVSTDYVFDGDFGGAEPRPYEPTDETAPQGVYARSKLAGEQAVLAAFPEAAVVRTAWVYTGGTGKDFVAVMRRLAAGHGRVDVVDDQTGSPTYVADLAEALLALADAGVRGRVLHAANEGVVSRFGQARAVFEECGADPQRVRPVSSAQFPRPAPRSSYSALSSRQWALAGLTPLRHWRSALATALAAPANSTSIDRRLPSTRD
Target sequence (P9WH11 whole entry, looked up): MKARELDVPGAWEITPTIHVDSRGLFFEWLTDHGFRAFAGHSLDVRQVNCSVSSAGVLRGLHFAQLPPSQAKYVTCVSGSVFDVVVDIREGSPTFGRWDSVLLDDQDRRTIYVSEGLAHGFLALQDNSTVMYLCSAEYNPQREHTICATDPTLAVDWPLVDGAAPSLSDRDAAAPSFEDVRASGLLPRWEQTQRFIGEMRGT
GlmU inhibition: inhibition of mycobacterial GlmU enzyme – biochemical, glucosamine-1-phosphate acetyltransferase (AID 1376). M. tuberculosis GlmU acetyltransferase enzyme assay; higher % means a stronger effect. inhibition, %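 (tested at 30 µM in the primary screen)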; hits with a dose series show IC50 in µM. actives 0.25% (n = 220,000); in the data active means inhibition above about 13%;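 further: 0% = complete reaction with vehicle and 100% = reaction without substrate; strong numbers were not always called active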
* = called active by the depositor; · = no result given; & = joins results of further samples. A portion of the library; rates above refer to the full screens.

SMILES	RmlCD inh 1536	GlmU inhibition
O=C1c2oc3ccc(F)cc3c(=O)c2C(c2ccccc2)N1CC1CCCO1 (stereo not given)	-2.3	0.1%
Cc1ccccc1NC(NC(=O)c1cccnc1)C(Cl)(Cl)Cl (stereo not given)	-9.5	2.6%
CCOc1ccc(/C=C(/NC(=O)c2ccc(Cl)cc2)C(=O)O)cc1OCC	-8.3	-0.9%
COc1cc(OC)c(C2C3=C(CCCC3=O)Nc3nc4ccccc4n32)cc1OC (stereo not given)	7.6	0.6%
Cc1ccccc1NP(=O)(Oc1ccccc1F)Oc1ccccc1F	-8.4	1.3%
O=[N+]([O-])c1cccc(N2Cc3ccccc3C2)c1	-16.4	-0.3%
CCOC(=O)c1ccc(NC(=O)CCSCCc2ccccn2)cc1	-13.9	7.2%
CCOC(=O)C1(Cc2cccc(F)c2)CCN(Cc2cnn(CC)c2C)CC1	-6.1	2.5%
Cc1ccc(F)cc1NC(=O)CCC(=O)c1cccs1	·	0.8%
O=C(/C=C/c1ccco1)N1CCN(c2ccc(F)cc2)CC1	14.5	-1.8%
CCOC(=O)C1=C(N)OC2=C(C(=O)CCC2)C1c1ccccc1OC (stereo not given)	7.0	6.7%
CCS(=O)(=O)c1ccc(-c2csc(-c3ccccc3)n2)c(Cl)c1Cl	-4.4	-0.2%
O=c1c2[nH]c3cccc(Cl)c3c2ncn1CC1CCCO1 (stereo not given)	-10.8	-1.1%
Cc1cc(C)n(CC(O)Cn2c3ccccc3c3ccccc32)c(=O)n1 (stereo not given)	-3.5	1.4%
COc1ccc(CCN(Cc2ccccn2)C(=S)Nc2cccc(SC)c2)cc1OC	11.4	-1.8%
Clc1ccc2nncn2n1	-6.9	5.5%
O=C(CSc1nnc(-c2ccoc2)o1)N1CCOCC1	3.8	-1.8%
N#Cc1ccc(C(=O)NC2CCCc3ccccc32)cc1 (stereo not given)	9.1	0.1%
Cc1cc(=O)[nH]c(SCC(=O)c2c(N)n(C)c(=O)n(C)c2=O)n1	6.0	1.8%
COC(=O)c1sc(NC(=O)CSc2nncs2)c(C(=O)OC)c1C	2.1	-2.0%
Cc1cc(C(=O)CSc2nc(N)cc(N)n2)c(C)n1-c1cccc(C(F)(F)F)c1	-8.9	1.3%
Cc1ccc(OCCN2C(=O)c3ccccc3C2=O)c([N+](=O)[O-])c1	5.1	3.9%
Cc1ccc(C)c(NC(=O)c2ccc(N(C)S(C)(=O)=O)cc2)c1	·	1.4%
COc1cccc(OC)c1C(=O)NNC(=O)c1ccc(F)cc1	4.9	1.3%
NCCCC[C@H](NC(=O)C1CCNCC1)c1nnc([C@@H](N)CO)o1	·	-0.1%
COC(=O)CSc1nnc(CNc2ccc(Cl)cc2)n1-c1ccccc1	-5.5	-4.6%
O=C(NCc1cccs1)c1noc2c1CCCC2	-1.7	5.5%
CCCCC1=CC2=CC(=O)C(C)(OC(=O)CCC(=O)OC)C(=O)C2=CO1 (stereo not given)	·	2.1%
CC(NCc1ccc(-c2ccccc2)cc1)C(O)c1ccccc1 (stereo not given)	·	-10.5%
COc1ccc(C)cc1NC(=O)Cn1cnnn1	9.2	-3.2%
C/C(N)=C(/C#N)C(=O)COC(=O)CNC(=O)c1ccc(Cl)cc1Cl	-8.5	-0.4%
CC(C)=CCCC1(C)C=Cc2c(c(C)cc3c2[nH]c2cc(O)ccc23)O1 (stereo not given)	·	2.0%
COCc1c(C(=O)OCc2nc(N)nc(Nc3ccccc3C)n2)oc2ccccc12	-3.4	3.6%
COC(=O)[C@H](C)NC(=O)COc1ccccc1	·	-1.4%
O=C(COc1ccccc1F)NC1CC1	-5.6	1.0%
CCSc1ncc(/C=N/Nc2ccccc2)n1C	14.0	-3.0%
Cc1ccc(C)c2nc(SCC(=O)N3CCCc4ccccc43)c(C#N)cc12	-16.7	3.3%
O=C(N/N=C1\CC2CC=CC12)c1ccc(O)cc1 (stereo not given)	7.0	8.0%
C=CCN(CC=C)C(=S)Nc1ccc(OC)c(OC)c1	-5.4	0.6%
CCCc1cc(=O)n2[nH]c(NCc3ccc(Cl)cc3Cl)nc2n1	52.3	6.9%

Part of the list above, set out differently:
structure,RmlCD inh 1536,GlmU inhibition
Cc1cc(C(=O)CSc2nc(N)cc(N)n2)c(C)n1-c1cccc(C(F)(F)F)c1,-8.9,1.3%
Cc1ccc(OCCN2C(=O)c3ccccc3C2=O)c([N+](=O)[O-])c1,5.1,3.9%
Cc1ccc(C)c(NC(=O)c2ccc(N(C)S(C)(=O)=O)cc2)c1,·,1.4%
COc1cccc(OC)c1C(=O)NNC(=O)c1ccc(F)cc1,4.9,1.3%
NCCCC[C@H](NC(=O)C1CCNCC1)c1nnc([C@@H](N)CO)o1,·,-0.1%
COC(=O)CSc1nnc(CNc2ccc(Cl)cc2)n1-c1ccccc1,-5.5,-4.6%
O=C(NCc1cccs1)c1noc2c1CCCC2,-1.7,5.5%
CCCCC1=CC2=CC(=O)C(C)(OC(=O)CCC(=O)OC)C(=O)C2=CO1 (stereo not given),·,2.1%
CC(NCc1ccc(-c2ccccc2)cc1)C(O)c1ccccc1 (stereo not given),·,-10.5%
COc1ccc(C)cc1NC(=O)Cn1cnnn1,9.2,-3.2%
C/C(N)=C(/C#N)C(=O)COC(=O)CNC(=O)c1ccc(Cl)cc1Cl,-8.5,-0.4%
CC(C)=CCCC1(C)C=Cc2c(c(C)cc3c2[nH]c2cc(O)ccc23)O1 (stereo not given),·,2.0%
COCc1c(C(=O)OCc2nc(N)nc(Nc3ccccc3C)n2)oc2ccccc12,-3.4,3.6%
COC(=O)[C@H](C)NC(=O)COc1ccccc1,·,-1.4%

(listing goes on)
SMILES	RmlCD inh 1536	GlmU inhibition
Cc1cc2nc3n(c2cc1C)CC1CC(C(=O)NCC2CC2)N(C)C31 (stereo not given)	·	1.4%
Cc1cccc(-n2c(O)c(C=NCc3cccnc3)c(=O)[nH]c2=O)c1C	·	-3.2%
CC(C)(C)NC(=O)C(c1ccncc1)N(C(=O)CNC(=O)c1ccco1)c1ccc2c(c1)OCO2 (stereo not given)	·	-3.7%
CCCCCSc1cc(OC)c(CCN)cc1OC	1.1	-8.2%
Cc1ccc(CN2CCN(/N=C/c3ccc(N(C)C)cc3)CC2)cc1	6.8	3.8%
CC1=NC2(CCCc3c2no[n+]3[O-])N(O)C1(C)C (stereo not given)	-3.3	11.5%
COc1ccc(C2c3ccsc3CCN2C(=O)C(C)(C)C)cc1 (stereo not given)	-14.1	0.5%
CCN1CCN(c2cc(C)c3cc(NC(=O)c4cnccn4)ccc3n2)CC1	3.3	-5.8%
N#CC1=C(N)OC2=C(CCc3ccccc32)C1c1ccccc1 (stereo not given)	1.3	2.7%
CC(C)(C)c1ccc(C(=O)c2c[nH]c(C(=O)NCc3cccnc3)c2)cc1	0.0	-3.9%
Brc1ccc(CSc2ncnc3nc[nH]c23)cc1	-4.0	7.1%
CC(=O)Nc1cccc(NC(C)=O)n1	4.3&-10.6	1.4%
Cc1ccc(C)c(CN2C(=O)C(C)Oc3ccc(C)cc32)c1 (stereo not given)	·	4.9%
Cc1cccc2nc(=S)n(C(=O)c3ccco3)n12	-6.5	5.3%
Cc1c(NS(=O)(=O)c2ccccc2)c(=O)n(-c2ccccc2)n1C	·	6.2%
NC(=O)C1CCN(C(=O)CC2(CC(=O)O)CCCCC2)CC1	4.3	2.1%
O=C(CSc1cccc[n+]1[O-])NN(c1ccccc1)c1ccccc1	-16.2	-4.2%
CSc1ccc(NC(=O)CC(C)=O)cc1	-6.5	8.5%
COc1ccccc1-c1ccc(SCc2ccccc2)nn1	-8.0	7.4%
Clc1ccc(-c2csc(N3CCSCC3)n2)cc1	-10.7	0.7%
Cc1cccc(N2CCN(C(=O)CCN3C(=O)C4C5C=CC(C5)C4C3=O)CC2C)c1 (stereo not given)	·	-5.3%
Cc1cc2c(cc1C)CSC(c1ccccc1OC(=O)C(C)(C)C)SC2	-3.2	-2.0%
CC1=NC(C#N)=C(C#N)NC(C)(C)C1	7.4	5.0%
CCOc1ccc(NC(=O)CN(C)CC(=O)Nc2cc(Cl)ccc2C#N)cc1OCC	7.8	3.4%
Nc1ccc(C2CCCc3nonc32)c2nonc12 (stereo not given)	-5.9	8.1%
CN(C)C(=O)C#Cc1ccccc1	-3.2	3.2%
Cc1cccc2sc(N(CCCN(C)C)C(=O)CCc3ccccc3)nc12	10.6	-9.0%
Cc1nc(SCC(=O)N(C)Cc2ccco2)c2c(C)c(C)sc2n1	-11.8	4.5%
Nn1c(SCc2c(F)cccc2F)nnc1-c1ccccn1	-22.1	2.9%
CCC(=NCCc1c[nH]c2ccccc12)c1c(O)n(C)c(=O)n(C)c1=O	-11.2	2.5%
CC1(C(=O)O)COC(c2ccc([N+](=O)[O-])cc2)OC1 (stereo not given)	·	2.6%
CCc1ccc(NC(=O)Cn2nc(C)c([N+](=O)[O-])c2C)cc1	-13.8	-0.7%
COc1cc(C(c2c(C)[nH][nH]c2=O)c2c(C)[nH][nH]c2=O)ccc1OCc1ccc([N+](=O)[O-])cc1	3.7	0.9%
COc1ccc(C2=COc3ccccc3C(=O)N2)cc1	9.5	0.5%
CCN1CCN(C(=O)CN(CC)S(=O)(=O)c2ccc(Cl)cc2)CC1	-7.4	-6.3%
CCN(CC(=O)Nc1ccc(C)c(F)c1)CC(=O)NC(C)C	·	-1.8%
CC(=O)NN1C(=O)/C(=C\c2ccc(O)cc2)SC1=S	-20.5	5.7%
C=CCN1c2ccccc2[C@]23C[C@@H](C(=O)OC)N(C(C)=O)C2=NC(C(=O)OC)=C(C(=O)OC)[C@H]13	·	-2.0%
CCOC(=O)c1c(NC(=O)Cn2c(C)nc3ccccc32)sc2c1CCC2	-5.0	-7.1%
Cc1nc(N/C(N)=N/S(=O)(=O)c2ccc([N+](=O)[O-])cc2)nc2ccccc12	-16.9	0.7%
COC1C/C(=N\O)C2OC(c3ccccc3)OCC2O1 (stereo not given)	12.8	3.0%
COc1cc(NC(=O)c2cccs2)c(OC)cc1NC(=O)CCC(=O)Nc1ccc2ncccc2c1	4.2	3.1%
Cc1ccc(S(=O)(=O)NCC(=O)N2CCC(C)CC2)cc1	5.3	-7.1%
CCc1cccc2c(=O)c(C(=O)NCCN3CCOCC3)c[nH]c12	·	-4.0%
CCC(=O)N1CCN(c2ccccc2NC(=O)c2ccc(OC)c(Cl)c2)CC1	-0.6	-0.4%
O=[N+]([O-])c1ccc(Cl)c(CN2CCSCC2)c1	·	-0.1%
O=C(NCc1ccccc1)C(=O)NCC(c1ccco1)N1CCN(c2ccccc2F)CC1 (stereo not given)	32.6	-5.8%
COc1ccc(NC(=O)N2CCC(c3nc(-c4cccs4)no3)CC2)cc1	14.4	·
COc1ccccc1CCNC(=O)c1cnccn1	·	-2.5%
CCc1ccc(NC(=O)c2ccc(C3SCC(=O)N3CCc3ccccc3)cc2)cc1 (stereo not given)	-21.3	·
O=C(Cn1cc([N+](=O)[O-])cn1)Nc1ccccn1	-10.8	1.1%
CCCN(CCC)S(=O)(=O)c1ccc(C(=O)N2CCC(=O)c3ccccc32)cc1	9.3	1.0%
CCOC(=O)c1c(C)noc1-c1ccco1	0.7	7.5%
Cc1cc(/C=C2\NC(=S)NC2=O)c(C)n1-c1cccnc1	10.3	2.0%
Cc1nc2cc(NC(=O)C3COc4ccccc4O3)ccc2s1 (stereo not given)	45.8	2.2%
COc1ccc(C(=O)n2nc(-c3ccco3)nc2N)cc1OC	-14.2	1.9%
CSc1ccccc1NC(=O)CN1CCCCC1C (stereo not given)	-11.3	1.9%
COc1ccc(/C=N/NC(=O)c2ccn[nH]2)cc1Cn1nc(C)c([N+](=O)[O-])c1C	4.1	2.5%
CCOC(=O)c1c(NC(=O)c2cc(-c3ccc(Cl)s3)nc3ccccc23)sc(C(N)=O)c1C	0.3	-2.5%
CC(C)SCC(=O)Nc1ncc2c(n1)-c1ccccc1CC2	-8.4	-3.8%

Following part.
SMILES	RmlCD inh 1536	GlmU inhibition
CCCC(=O)N(Cc1cc2cc(C)ccc2[nH]c1=O)c1ccccc1OC	5.2	0.0%
COc1ccc(NC(=O)c2ccc3c(=O)n(Cc4ccco4)c(=S)[nH]c3c2)c(OC)c1	12.6	-0.6%
COc1ccc(C(=O)COC(=O)CCN=C2NS(=O)(=O)c3ccccc32)cc1OC	-10.7	-0.2%
CC(=O)Nc1ccc(S(=O)(=O)N2CCN(S(=O)(=O)N3CCCCCC3)CC2)cc1	3.9	-4.2%
Cc1[nH][nH]c(=O)c1C(c1c(C)[nH][nH]c1=O)c1cn(C)c2ccccc12	3.2	3.2%
CCOC(=O)c1cnc(Nc2nc3ccccc3o2)nc1CSC(=S)N(CC)CC	23.8	0.3%
Cc1ccc(-c2nnn(CCOc3cccc(Br)c3)n2)cc1	·	-1.0%
CCOC(=O)C(C)Oc1cccc2c(=O)n(CC(=O)NCc3ccc(F)cc3)ccc12 (stereo not given)	39.9	1.3%
CCO[C@@H]1OC(C(=O)Nc2ccccc2)=C[C@H](c2ccc(Br)cc2)[C@H]1CCCO	·	2.0%
COC(=O)c1nnn(CC(=O)Nc2cccc(Cl)c2)c1C(=O)OC	10.9	9.9%
CC(O)CNC12CC3CC(CC(C3)C1)C2 (stereo not given)	·	0.1%
N=C1/C(=C/c2ccc(-c3cccc(C(=O)O)c3)o2)C(=O)N=C2SC=C(c3ccccc3)N12	-9.9	53.6%*
COc1ccc(NC(=O)C(=O)NCCC2=CCCCC2)c(OC)c1	8.2	0.8%
O=C(c1cccc(F)c1)N1CCN(c2cc(N3CCCCC3)c(F)cc2[N+](=O)[O-])CC1	7.1	0.4%
CCCS(=O)(=O)N1CCN=C1SCc1cccnc1	-10.2	-5.4%
COC(=O)c1sccc1NC(=O)CN(C)NS(=O)(=O)c1ccc(F)cc1	·	-0.8%
COc1ccc(N(C(C)C(=O)NN=C2CCCCCCC2)S(C)(=O)=O)cc1 (stereo not given)	-3.9	1.2%
O=C(CCc1ccccc1)NC(=S)Nc1cc(C(F)(F)F)ccc1N1CCOCC1	-4.9	1.9%

Screening data (PubChem BioAssay)
